Screening results: PubChem, National Center for Advancing Translational Sciences (NCATS)
LDHA inh: LDHA (human) enzyme inhibition; P00338; purified LDHA, NADH/diaphorase-resazurin fluorescence; stronger effect = lower value; activity change, % (values are at about 110 or 230 µM); 0.15% of 480,000 active; in the data active means activity change below about -30%;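 further: plate controls were DMSO wells for no effect and wells without enzyme for full effect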
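Human LDH5 (2 nM) was incubated with 0.06 mM NADH and 0.2 mM pyruvate for 5 min at room temperature in Tris pH 7.4. Remaining NADH was coupled through diaphorase/resazurin, and resorufin fluorescence was read at 0 and 20 min.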
Active calls of the source: *.

Preview:
LDHA inh	smiles
5	COc1ccccc1S(=O)(=O)N[C@@H]1CC[C@@H](CCn2cc(C3CC3)nn2)O[C@@H]1CO
7	Cc1ccc(-c2cn3ccccc3n2)cc1NS(=O)(=O)c1ccccc1
9	O=C(O)COc1ccc(/C=C/c2nc3ccccc3c(=O)n2-c2ccc(C(=O)O)cc2)cc1
1	COc1ccccc1C(NC(=O)c1cc(C(C)=O)c[nH]1)c1nccn1C (centres undefined)

This part in full, from the first entry:
LDHA inh	smiles
5	COc1ccccc1S(=O)(=O)N[C@@H]1CC[C@@H](CCn2cc(C3CC3)nn2)O[C@@H]1CO
7	Cc1ccc(-c2cn3ccccc3n2)cc1NS(=O)(=O)c1ccccc1
9	O=C(O)COc1ccc(/C=C/c2nc3ccccc3c(=O)n2-c2ccc(C(=O)O)cc2)cc1
1	COc1ccccc1C(NC(=O)c1cc(C(C)=O)c[nH]1)c1nccn1C (centres undefined)
8	COc1cccc(C2CCCN2Cc2cc(=O)oc3cc(OC)ccc23)c1 (centres undefined)
1	O=C1NC[C@H](CCCCN2C[C@H](Cc3ccccc3)N(CCc3ccccc3)C(=O)C2=O)N(CC2CCCCC2)C1=O
3	O=C(Cn1c(=O)oc2ccccc21)Nc1ccc(-c2nnc3n2CCCCC3)cc1
4	CCCCCCCCN1C(=O)[C@H](CC(=O)NCCCOC)C[C@@]2(C(=O)OC)CC(C)(C)CC=C12
-5	O=S(CCN1CCC(n2cccc2)CC1)c1ccccc1 (centres undefined)
1	O=C(O)CNC(=O)CNC(=O)CCn1c(-c2ccccc2)cc2ccccc21
-7	CCN(CC)CCNC(=O)Cn1c(C)cc2ccccc21
-1	CC(C1CC1)N(C)C(=O)COc1ccc(C#N)cc1 (centres undefined)
6	CN(Cc1ccccc1)CC(C#N)C(O)c1ccccn1 (centres undefined)
-6	COc1ccc(C)cc1S(=O)(=O)Nc1ccc(Nc2nc(C)cc(N3CCCC3)n2)cc1
4	COc1cc(NC(=O)NC(C)c2ccc(Cl)cc2Cl)cc(OC)c1OC (centres undefined)
2	CCOc1ccccc1NC(=O)CCc1nc(-c2ccc(C)n(C(C)C)c2=O)no1
-1	COc1cnc(CSc2ncccn2)cc1OCC(=O)N1CCc2ccccc21
-19	O=S(=O)(NCC(c1cccnc1)S(=O)(=O)c1ccccc1)c1ccc(Cl)cc1 (centres undefined)
0	Cc1ccc(C2=NS(=O)(=O)N(C)C(C(=O)Nc3cccc(O)c3)=C2)cc1
-14	N#CNC(=O)c1ccc(-n2cccc2/C=C2\NC(=O)N(CC(=O)Nc3cccc(F)c3)C2=O)cc1
6	Cn1c(=O)c2c(-c3ccc(F)cc3)n(CC(N)=O)cc2n(C)c1=O
9	CCCCCc1ccc(-c2ccc(C#N)cc2)nc1
-2	Cc1cccc(C(=O)OCc2cc(=O)n3c(C)csc3n2)c1
3	c1cc(-c2noc(CSc3nnnn3C3CCCCC3)n2)cs1
7	CCOc1ccccc1OCC(=O)Nc1cccc2ncccc12
3	Cc1[nH]c(SCC(=O)NCCc2ccccc2F)nc1Cc1ccccc1
-7	CN1CCN(C(C(=O)O)c2c[nH]c3cc(NC(=O)CCC(=O)O)ccc23)CC1 (centres undefined)
-5	Cc1cc(C)n(CC(=O)Nc2ccc(C(=O)NCc3ccccn3)cc2)c(=O)c1C#N
-15	COc1ccc(C2=NN(C(=O)c3cccs3)C(c3ccc4nccnc4c3)C2)cc1 (centres undefined)
-1	CN(C)CCNCc1ccc(-c2ccccc2)o1

Looked up above:
Under LDHA inh, `CCN(CC)CCNC(=O)Cn1c(C)cc2ccccc21` shows -7
Under LDHA inh, `Cc1cccc(C(=O)OCc2cc(=O)n3c(C)csc3n2)c1` shows -2
Under LDHA inh, `O=S(=O)(NCC(c1cccnc1)S(=O)(=O)c1ccccc1)c1ccc(Cl)cc1` (centres undefined) shows -19
Under LDHA inh, `COc1ccccc1C(NC(=O)c1cc(C(C)=O)c[nH]1)c1nccn1C` (centres undefined) shows 1
Under LDHA inh, `CN(C)CCNCc1ccc(-c2ccccc2)o1` shows -1

Following part.
LDHA inh	smiles
-16	COCCN(CC(=O)NC(=O)NCC(F)(F)F)Cc1ccccc1
7	Cc1ccc(S(=O)(=O)Cc2noc(CCC(=O)NCc3ccc(Cl)cc3)n2)cc1
11	CC(C(=O)NCc1cccnc1)N(c1ccc(Oc2ccccc2)cc1)S(C)(=O)=O (centres undefined)
14	COc1ccc(C(=O)Nc2ccc3oc(-c4cccc(I)c4)nc3c2)cc1
6	COc1cc(/C=C(/C#N)c2nc3ccccc3[nH]2)cc2c1OCCO2
9	c1ccc(CN2CCc3c(sc4c3c(N3CCOCC3)nc3nnnn34)C2)cc1
2	COc1ccc(-c2nc3ccc(Cl)cc3c(=O)n2Cc2ccccc2)cc1COc1ccc(NC(C)=O)cc1
2	Cc1ccc2[nH]cc(C(C(=O)O)N3CCN(Cc4ccccc4)CC3)c2c1 (centres undefined)
-20	Fc1ccc(COc2ccc(Cl)cc2)cc1
-12	C=CCNC(=O)CN(C)CC(=O)NC1CC1
15	COc1cc(OC)cc(C(=O)NCc2cc(=O)n3nc(-c4ccccc4)sc3n2)c1
0	O=C(CSc1nc2cc(Cl)ccc2s1)Nc1ccc(C(F)(F)F)cc1
-2	Cc1noc(NC(=O)CSc2nccn2-c2cccc(C)c2C)n1
0	O=C1CCCC2=C1C1(CCCC1)N=C(Nc1nc3cc4ccccc4cc3o1)N2
8	CSc1ccccc1NC(=O)c1ccsc1
6	Cc1ccc2c(c1)B(O)c1cc(C)ccc1O2
-4	Cc1cccc(OCC(O)Cn2cnc3c2c(=O)n(C)c(=O)n3C)c1 (centres undefined)
-4	Cc1[nH]c2ccccc2c1C1c2ccccc2C(=O)N1CCC(=O)N1CCN(C)CC1 (centres undefined)
-4	COC(=O)/C(=C\c1ccc(OC(F)(F)F)cc1)NC(=O)c1ccccc1
5	CC1CCCCC1NC(=O)C1CC1C (centres undefined)
4	O=C(CC1CCCCC1)N(Cc1ccc2cc[nH]c2c1)C1CC1
-9	CN(C)c1cc(C#N)ccn1
-23	CCc1cccc(C)c1NC(=O)c1nc2ccccc2nc1N1CCCC1
-6	COC(=O)CN(CC(=O)OC)NC(=O)CCC(=O)O
10	Cc1cccc(CNC(=O)Cc2cccc3cccnc23)c1
2	O=C(Nc1cc(F)ccc1F)C1CCN(c2nc3ccccc3o2)CC1
5	COc1ccc(C(=O)C2CC(=O)Nc3c2c(C)nn3-c2ccc(C)c(C)c2)cc1 (centres undefined)
9	Cc1cc(C(=O)N2CCN(C(=O)C(C)C)CC2)c2ccccc2n1
8	COC(=O)c1c(C)sc2c1OC(N)=C(C#N)C21C(=O)N(Cc2ccc(F)cc2)c2ccccc21 (centres undefined)
0	O=C(O)C12CC3CC(CC(Br)(C3)C1)C2

Reformatted: entries from further up
mol	LDHA inh
Cc1cc(C)n(CC(=O)Nc2ccc(C(=O)NCc3ccccn3)cc2)c(=O)c1C#N	-5
O=C(Nc1cc(F)ccc1F)C1CCN(c2nc3ccccc3o2)CC1	2
CCN(CC)CCNC(=O)Cn1c(C)cc2ccccc21	-7
Cc1cc(C(=O)N2CCN(C(=O)C(C)C)CC2)c2ccccc2n1	9
O=C(O)COc1ccc(/C=C/c2nc3ccccc3c(=O)n2-c2ccc(C(=O)O)cc2)cc1	9
Cc1ccc(C2=NS(=O)(=O)N(C)C(C(=O)Nc3cccc(O)c3)=C2)cc1	0
Cc1ccc(-c2cn3ccccc3n2)cc1NS(=O)(=O)c1ccccc1	7

Remaining list, next part
LDHA inh	smiles
10	COc1ccc(-c2nc3ncccn3c2Nc2ccccc2C)cc1
9	Cc1ccccc1NC(=O)CN1C(=O)N/C(=C\c2cn(-c3cccc(C(=O)O)c3)cn2)C1=O
-2	CC(C)C(NC(=O)N(C)Cc1ccc(C(F)(F)F)cc1)c1ccc2c(c1)OCCCO2 (centres undefined)
8	COc1ccc(C(NC(=O)c2oc3ccc(F)cc3c2C)c2nccn2C)cc1 (centres undefined)
-1	CC1CCC(C(C)C)C(OC(=O)COC(=O)c2c(F)cccc2Cl)C1 (centres undefined)
6	C=CCSc1nc2c(c(=O)[nH]c(=O)n2C)n1CCC
4	O=C(O)C(C(=O)/C=C/c1ccccc1)=C1SCCS1
5	Cn1cc(C(=O)N2CCNC(=O)C2)c2ccccc21
8	CN(CCCNC(=O)c1ccc2n[nH]nc2c1)Cc1ccccc1
2	CCCc1cc(=O)oc2cc(OS(=O)(=O)c3c(C)c(C)cc(C)c3C)ccc12
9	Cc1cccc(NC(=O)c2cc3c(cc2C)OCCCO3)c1
-3	O=C(CSc1nnnn1C1CC1)N1CCCC1c1ccc2c(c1)OCCO2 (centres undefined)
3	CCN(CC)Cc1ccccc1CNC(=O)CCn1cnc2sc(C)c(C)c2c1=O
-9	CC(C)(C)CC(=O)N1CCN(C2CCCCC2)CC1
5	CCCOc1ccc(C(=O)N2CCCCC2CCN2CCOCC2)cc1 (centres undefined)
-5	COc1ccc(Cn2cc(CN3CCc4onc(-c5ccccc5OC)c4C3=O)nn2)cc1
-1	CC(CN1CCOCC1)OC(=O)COc1ccc(Br)cc1 (centres undefined)
4	Cc1ccccc1/C=C1\CCc2ccccc2C1=O
-3	COc1ccc(NC(=O)CCn2nc(-c3cccs3)oc2=O)c(OC)c1
8	Cn1cncc1CNc1ncnc2ccc(-c3ccc4c(c3)OCO4)cc12
-10	Cc1ccc(NC(=O)c2cnc3c(c2)c(=O)[nH]c(=O)n3C2CC2)c2cccnc12
-1	O=C(Nc1ccc(-c2ccccc2)cc1)c1ccc(Cl)cc1Cl
1	CCN(CC)C(=O)CSc1nn(CC)c2nc3c(c(=O)n12)C(C)(CC)Cc1ccccc1-3 (centres undefined)
-1	O=S1(=O)N=C(Oc2cccc(C(F)(F)F)c2)c2ccccc21
1	CCCCc1ccc(C(=O)Cn2nnc(-c3cccc(F)c3)n2)cc1
-1	CC(C)NC(=O)CNC(=O)c1nc(-c2ccc3cc[nH]c3c2)no1
1	COC(=O)c1ccc2nc(-c3cccc(Br)c3)c(Cc3ccccc3OC)n2c1
4	CCCCCc1ccc(-c2ccc(-c3ccc(C#N)cc3)cc2)nc1
1	Cc1nnc(SC(C)C(=O)Nc2ccc(F)c(Cl)c2)n1C (centres undefined)
3	O=C(Nc1cccc(S(=O)(=O)N2CCOCC2)c1)c1nc(-c2ccccc2)n(-c2ccccc2)n1
-7	O=C(Nc1ccccc1C(F)(F)F)c1nn(-c2ccc(Cl)cc2)ccc1=O
0	Cc1cc(Cl)ccc1-c1ccc(C=O)o1
0	CCn1c(=O)n(CCC(=O)N(C)CC(=O)Nc2ccccc2Br)c2ccccc21
-2	CCOC(=O)/C=C/c1cccc(C(C)=O)c1
-3	O=C(COC(=O)c1ccc(Cl)c(S(=O)(=O)N2CCCCCC2)c1)Nc1cc(F)ccc1F
5	CCNC(=O)NC(=O)C(C)Oc1ccc(C(=O)c2ccc(Cl)cc2)cc1 (centres undefined)
-5	CC(=O)N(CCCNC(=O)c1nn(C)c(=O)c2ccccc12)C(C)C
3	CC(Oc1cccc(Cl)c1)C(=O)N1CCc2ccccc21 (centres undefined)
1	CC(Sc1nnc(-c2c[nH]c3ccccc23)o1)C(=O)NC(=O)NC1CCCCC1 (centres undefined)
2	Cc1cc(C)cc(NC(=O)c2ccc3nsnc3c2)c1
-3	CNC(=O)c1ccc(-c2nc(CN3CCN(S(=O)(=O)c4ccc(OC)cc4)CC3)c(C)o2)cc1
8	CCOC(=O)c1cnc2nc(-c3cccnc3)nn2c1C
-5	CC(C)(C)C(=O)c1cn(CCOc2ccc(F)cc2)c2ccccc12
13	CCCN1CCC(NC(=O)c2csc3c2CCC(C)C3)CC1 (centres undefined)
-1	COc1ccccc1NS(=O)(=O)c1ccc2oc(SC(C)C(=O)N3CCCC3)nc2c1 (centres undefined)
3	COc1ccc(CN2C(=O)c3ccccc3C2c2nnnn2-c2ccc3c(c2)OCCO3)cc1 (centres undefined)
-3	COc1ccc(C)cc1-n1nnc(-c2nc(-c3cccs3)no2)c1N
-2	COC(=O)C1CCN(c2nc3ccccc3nc2C(C#N)C(=O)NC2CCCC2)CC1 (centres undefined)
15	O=C(NC1CCCC1)c1cc(-c2ccccc2Cl)nc2ccccc12
6	COc1ccc(C(=O)Nc2ccc3oc(-c4ccccc4C)cc(=O)c3c2)cc1OC
-1	O=C(CCc1cccnc1)NCCOc1cccc(F)c1
-4	N#Cc1ccc(OCCOC(=O)c2ccco2)cc1
7	O=C(O)c1ccc2nc(-c3ccc(-c4ccccc4)cc3)c(-c3ccc(-c4ccccc4)cc3)nc2c1
15	CC1(C)CC(NCc2ccccc2)=CC(=C(C#N)C#N)C1
-8	CCCNC(=O)C(C)NC(=O)CCc1c[nH]c2ccccc12 (centres undefined)
5	c1c[nH]c(CNc2ncnc3ccc(-c4ccc5c(c4)OCO5)cc23)n1
-3	Cc1c(CCC(=O)NC2Cc3ccccc3C2)c(=O)oc2cc(O)ccc12
2	CS(=O)(=O)Cc1cccc(C(=O)Oc2ccc(C34CC5CC(CC(C5)C3)C4)cc2)c1
-14	O=C(OCc1nc2ccccc2o1)c1ccccc1
-4	Cc1cccc(/C=C(/C(=O)N(C)Cc2ccsc2)c2cccs2)c1
3	CC(C(=O)N(C)Cc1ccccc1)S(=O)(=O)Cc1cccc(Cl)c1 (centres undefined)
5	CC(C)=CC(=O)Nc1ccc2c(c1)-c1ccccc1C2
0	O=c1cc(CSc2nnnn2-c2ccccc2)[nH]n1-c1ccc(Cl)cc1

These rows are one share of the data (hit frequency here may not be typical).
